From PubChem
FLuc counter = inhibits or activates purified firefly luciferase, miR-21 counter-screen | purified FLuc, Km substrates, luminescence inhibition | Potency, µM (titrated, usually from 57.5 µM), for the others: top-dose activity change, negative = inhibition, usual class: inhibitors | hit rate 6.9% among 360,000 | AID 588342;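 note: potency is the fitted concentration of half-maximal effect; plate controls were vehicle for no effect and reference inhibitor for full effect; nearly all actives have a fitted effect of over 55% in size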
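Purified P. pyralis luciferase, 10 nM final, with Km-level 10 uM D-luciferin and 10 uM ATP in 50 mM Tris acetate pH 7.5, 10 mM Mg acetate, 0.01% Tween-20, 0.05% BSA; 6-point qHTS titration about 60 µM downward; luminescence read.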
PKM2 act = activators of human pyruvate kinase M2 | Potency, µM (highest dose often 57.5 µM), for the others: at the top dose activation, most hits filed as activators | P14618 | hit rate 0.34% among 260,000 | purified PKM2, Kinase-Glo ATP luminescence, activation; response scale: 0% is enzyme alone, no compound; note: potency is the fitted concentration of half-maximal effect; % is set by controls: 0 for no effect and ±100 for the full control effect; nearly all actives have a fitted effect of over 55% in size
Target sequence (P14618 whole entry, looked up): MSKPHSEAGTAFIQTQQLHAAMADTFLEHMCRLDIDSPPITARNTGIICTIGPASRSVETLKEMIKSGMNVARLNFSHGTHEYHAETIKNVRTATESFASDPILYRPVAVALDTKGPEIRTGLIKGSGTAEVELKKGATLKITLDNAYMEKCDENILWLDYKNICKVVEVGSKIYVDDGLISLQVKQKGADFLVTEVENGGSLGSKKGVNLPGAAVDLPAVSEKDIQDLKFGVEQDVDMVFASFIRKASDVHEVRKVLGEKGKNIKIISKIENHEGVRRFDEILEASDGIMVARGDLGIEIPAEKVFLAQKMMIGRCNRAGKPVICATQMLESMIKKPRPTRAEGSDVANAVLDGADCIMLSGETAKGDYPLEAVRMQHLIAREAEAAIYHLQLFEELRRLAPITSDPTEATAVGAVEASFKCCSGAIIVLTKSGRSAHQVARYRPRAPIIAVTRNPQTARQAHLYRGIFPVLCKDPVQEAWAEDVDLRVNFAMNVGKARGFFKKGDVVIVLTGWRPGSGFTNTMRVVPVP
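ATP formation by purified human PK-M2, quantified via coupled luciferase luminescence after 1 h at room temperature with 0.1 mM ADP and 0.5 mM PEP final.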
ELG1 genotox = inducers of genotoxicity in HEK293T ELG1-luciferase cells; Potency, µM (doses to about 46 µM), for inactives: at the top dose activity change, positive = activation, most hits filed as activators; hit rate 1.3% among 330,000; HEK293T ELG1-luciferase reporter, luminescence, 16 h; note: potency is the fitted concentration of half-maximal effect; % of control where 0% means no effect; nearly all actives have a fitted effect of over 60% in size
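Luminescence read-out: rising ELG1-luciferase signal, reflecting elevated ELG1 protein under genetic stress, flags genotoxic compounds. Cells were treated for 16 hr at 37 °C before ONE-Glo detection.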
Rab9 promoter act = activates the Rab9 promoter; hit rate 2.8% among 320,000; Huh7 Rab9 promoter-luciferase reporter, luminescence, 24 h; Potency, µM (top dose mostly 9.22 µM), for inactives: at the top dose activation, negative = inhibition, hits mostly activators; note: potency is the fitted concentration of half-maximal effect; % of control where 0% means no effect; nearly all actives have a fitted effect of over 60% in size
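Luminescence read-out: Huh7 cells stably expressing Rab9-luciferase, treated 24 h with compound at 37 °C, then lysed with luciferase reagent for 10 min at ambient before reading.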
Giardia killer = Giardia lamblia killing; activity change, % at 7.66 µM, hits read low; Giardia lamblia trophozoite viability; hit rate 0.15% among 340,000; in the data active = activity change below about -80%; inconclusive = between about -30% and that limit;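 note: parasites exposed to compound for two days anaerobically before the ATP read; % is set by controls: 0 for no effect and ±100 for the full control effect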
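Luminescent ATP signal served as the viability read-out, measured 15-30 min after adding ATP detection reagent to trophozoites that had been incubated with compounds for 48 hrs at 37 deg C anaerobically at 100 cells/well.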
BRCA1 expr act = activators of BRCA1 expression | AID 624202 | MCF7-BRCA1-FFLuc reporter, luminescence, 48 h; response scale: scaled: vehicle 0%, 10 µM genistein 100% | hit rate 1.1% among 380,000 | Potency, µM (highest dose often 46.1 µM), for the others: at the highest dose activation, hits mostly activators; note: potency is the fitted concentration of half-maximal effect; nearly all actives have a fitted effect of over 80% in size; some results filed as inactive show a strong effect at the top dose
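MCF7-BRCA1-FFLuc cells, 2000/well in phenol-red-free MEM, attached 2 h then treated 48 h at 37 C. Luciferase luminescence read 15 min after reagent; normalized to genistein maximum activation (10microM) and DMSO, concentration-response fitted.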
p53 reactivator = re-activators of mutant p53; H1299 p53-A138V BP100-luciferase reporter, luminescence, 24 h; Potency, µM (top dose mostly 92.2 µM), inactives show top-dose activity change, positive = activation, hits mostly activators; hit rate 0.063% among 320,000; note: potency is the fitted concentration of half-maximal effect; % of control where 0% means no effect; nearly all actives have a fitted effect of over 45% in size
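H1299 (p53-null), stable ts p53-A138V + BP100-Luc; 1000 cells/well, Opti-MEM/10% FBS; cpd 4 pt, 1:5; 24 h, 37 deg C, 5% CO2; detection reagent 10 min RT; luminescence.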
Gal4-VP16 FLuc = counter-screen for ROR gamma inhibitors: Gal4-VP16 reporter; hit rate 3.5% among 310,000; Potency, µM (highest dose often 53.6 µM), for the others: top-dose activity, negative = inhibition, most hits filed as inhibitors; Drosophila S2 Gal4-VP16 UAS-luciferase, luminescence, 20 h;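 note: Gal4-VP16 expression switched on by copper sulfate through the metallothionein promoter; potency is the fitted concentration of half-maximal effect; % is set by controls: 0 for no effect and ±100 for the full control effect; nearly all actives have a fitted effect of over 50% in size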
Menin-MLL TR inh = menin-MLL binding inhibition, Texas Red mutant peptide; Potency, µM (doses to about 61.6 µM), inactives show top-dose FP activity change, negative = inhibition, hits mostly inhibitors; hit rate 0.23% among 270,000; O00255; AID 1768; Menin + Texas Red MLL mutant peptide, fluorescence polarization; active = well fitted inhibition curve with a large enough effect in the polarisation, with a control signal flat, not every such curve was filed as active; inconclusive = small, poorly fitted or top-dose-only effect, or effect the other way, or a change in a side signal; inactive = no such curve, though single readings can be large or run the other way; the % refers to the polarisation; note: potency is the fitted concentration of half-maximal effect; % of control where 0% means no effect; many of its hits are not listed in these tables
NPC1 promoter act = NPC1 promoter activation | hit rate 2.4% among 320,000 | AID 485313 | Potency, µM (series often up to 9.22 µM), inactives show at the top dose activation, most hits filed as activators | Huh7 NPC1 promoter luciferase reporter, 24 h;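 note: potency is the fitted concentration of half-maximal effect; % of control where 0% means no effect; nearly all actives have a fitted effect of over 60% in size; reporter is driven by a mutant NPC1 promoter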
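Huh7 reporter cells (NPC1 promoter driving luciferase) are dosed with compound for 24 h at 37 °C, 5% CO2; luciferase detection reagent is then added and luminescence measured after 10 min at ambient temperature.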
RORgamma inh = inhibitors of mouse ROR gamma transcriptional activity | Drosophila S2 Gal4-RORgamma UAS-luciferase reporter, 20 h | Potency, µM (titrated, usually from 53.6 µM), inactives show top-dose activity change, negative = inhibition, actives largely listed as inhibitors | hit rate 5.4% among 310,000 | AID 2551; note: potency is the fitted concentration of half-maximal effect; % is set by controls: 0 for no effect and ±100 for the full control effect; nearly all actives have a fitted effect of over 60% in size
Target sequence (P51450 whole entry, looked up, the tested form may be a part): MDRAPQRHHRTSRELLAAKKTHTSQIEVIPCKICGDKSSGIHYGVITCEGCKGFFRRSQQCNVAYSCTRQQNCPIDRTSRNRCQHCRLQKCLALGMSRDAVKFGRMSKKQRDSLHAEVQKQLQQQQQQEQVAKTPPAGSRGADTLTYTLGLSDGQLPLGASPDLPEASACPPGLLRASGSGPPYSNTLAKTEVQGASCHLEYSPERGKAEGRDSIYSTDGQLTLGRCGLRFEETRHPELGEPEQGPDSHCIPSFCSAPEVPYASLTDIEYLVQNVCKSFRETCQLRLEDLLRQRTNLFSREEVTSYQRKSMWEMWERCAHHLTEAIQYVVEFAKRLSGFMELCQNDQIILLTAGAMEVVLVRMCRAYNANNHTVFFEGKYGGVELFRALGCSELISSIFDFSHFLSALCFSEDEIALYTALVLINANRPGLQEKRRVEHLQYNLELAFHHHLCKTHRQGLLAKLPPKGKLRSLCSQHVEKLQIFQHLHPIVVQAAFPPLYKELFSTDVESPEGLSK
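Stably transfected Drosophila Schneider cells are the test system, with ROR gamma fused to Gal4 and luciferase under UAS control; luminescence is read after 20 hr of 700 uM copper sulfate induction at ambient temperature.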
The depositor's hits bear a star; ? = inconclusive; . = not tested or not shown; & = joins results of further samples; [ ] = dose if it differs, or a comment. Unless noted, calls come from the whole dose curve; as a rule, active = well fitted curve in the direction sought with a large enough effect; inconclusive = small, poorly fitted or top-dose-only effect, or another doubt; inactive = no such curve, though single readings can be large; an effect the other way counts as inactive or inconclusive. Only part of the results is shown (hit frequency here may not be typical).

SMILES,FLuc counter,PKM2 act,ELG1 genotox,Rab9 promoter act,Giardia killer,BRCA1 expr act,p53 reactivator,Gal4-VP16 FLuc,Menin-MLL TR inh,NPC1 promoter act,RORgamma inh
COc1ccc(C2CC(c3cccs3)=NN2C(=O)CSc2nc(=O)n3ccc(C)cc3n2)cc1 (centres undefined),-3.9%,.,3.3%,2.6%,2.3,-30.8%,2.8%,.,.,0.6%,.
N#C/C(=C\c1cccnc1)C(=O)NC1CCCCC1,1.6%,-6.2%,13.9%,-4.1%,0.6,-46.4%,-14.7%,?,-14.7%,-2.2%,?
O=C(COC(=O)Cn1c(C(F)(F)F)nc2ccccc21)Nc1ccc2c(c1)OCCO2,?,2.1%,0.2%,-5.9%,25.9,-15.2%,-0.6%,?,16.2%,-1.2%,0.8%
CCn1c(=O)c(C(=O)CN2CCCc3ccccc32)c(N)n(Cc2ccccc2)c1=O,0.8%,1.8%,-4.7%,7.2%,-3.1&14.2,-81.6%&-10.1%,3.5%,2.0%,?,0.8%,20.5%
CCC(C)C(=O)Nc1nc(-c2ccc3c(c2)NC(=O)CO3)cs1 (centres undefined),?,-1.4%,-7.9%,7.9%,11.8,8.6%,-3.7%,-3.3%,8.4%,-2.0%,9.3%
Cn1cccc1CC(=O)N/N=C\c1ccccc1,0.8%,-0.4%,3.4%,3.0%,4.0,5.8%,-0.7%,7.8%,-1.7%,-4.1%,-3.9%
O=c1[nH]c2ccc(S(=O)(=O)Nc3ccc(Cl)cc3)cc2o1,-2.0%,11.1%,-2.2%,-2.1%,11.5,-13.8%,-10.3%,0.9%,.,2.0%,-0.1%
O=C(Nc1cccnc1)c1cccc(NC(=O)c2ccco2)c1,?,-1.5%,-14.9%,-6.5%,-3.0,-13.0%,-3.3%,8.1%,2.3%,2.7%,34.7%
O=C(CCNC(=O)c1ccc(Br)o1)NCc1ccccc1Cl,5.5%,14.1%,-0.1%,5.2%,-2.0,-5.0%,-26.2%,0.7%,?,-3.5%,17.4%
Cc1ccc2nc(N(CCCN(C)C)C(=O)CCc3ccccc3)sc2c1,2.8%,-3.1%,-3.2%,-3.2%,0.6,-66.1%[inhibitor],18.0%,-27.6%,1.1%,-3.1%,?
O=C(O)c1cccnc1SCc1cn2cc(Br)ccc2n1,23.9µM*,-9.7%,-2.2%,-3.6%,8.1,2.5%,0.1%,5.0%,-6.9%,-0.1%,-2.0%
CCn1c(Cc2ccccc2)nnc1SCc1cccc(C(=O)O)c1,?,-2.2%,6.7%,25.3%,-7.5,0.4%,5.2%,-20.0%,7.1%,18.7%,7.3%
CN1CCN(CC(=O)Nc2ccccc2Oc2ccccc2)CC1,0.0%,-2.4%,0.1%,0.1%,29.7,-24.0%,-4.8%,-16.3%,.,0.1%,-3.1%
CNC(=O)c1cc(Nc2nnc(-c3ccc(O)cc3)c3ccccc23)ccc1OC,?,4.6%,-0.6%,-6.5%,-10.6,-16.5%&-22.4%,2.2%,-20.7%,0.4%,-4.0%,-37.1%
CCOC(=O)N1CCN(C(=O)c2cc(-n3cnnc3)ccc2Cl)CC1,0.3%,-6.4%,0.3%,-2.8%,2.8,0.2%,-1.3%,2.6%,-21.3%,7.0%,-0.8%
Cn1c(C(=O)Nc2ccc3c(c2)OCO3)cc2c(=O)n(C)c3ccccc3c21,-3.3%,-16.5%,-4.6%,-9.2%,-22.2,19.9%,11.3%,-10.3%,-14.1%,1.1%,?
COC(=O)c1sc2nc(SCc3ccccc3C#N)n(N)c(=O)c2c1C,2.5%,-5.3%,8.2%,-3.2%,-7.8,-8.3%,6.6%,-21.9%,-4.8%,-0.4%,-28.7%
COc1cccc(NC(=O)C2CC(=O)N(Cc3ccc(C)cc3)C2)c1 (centres undefined),-1.2%,-5.8%,4.1%,6.4%,0.2,1.3%,-2.4%,5.3%,-0.1%,-2.4%,13.3%
O=C(CCSc1ccccc1Cl)NNC(=O)c1ccncc1,-0.1%,.,1.5%,-2.0%,-4.7,0.0%,-0.3%,.,.,-0.9%,.
Cc1ccc(N2C(=O)SC(Cc3ccccc3)C2=O)cc1 (centres undefined),?,-9.0%,4.3%,-6.7%,2.4,8.9%,5.7%,-7.1%,.,-2.8%,3.1%
O=C(N/N=C/c1ccc(N2CCOCC2)cc1)C1COc2ccccc2O1 (centres undefined),?,0.4%,1.6%,-0.5%,5.1,-15.3%,-1.6%,-8.8%,0.2%,1.0%,-6.4%
COc1ccc2[nH]c(=O)c(CN(C(=O)c3ccco3)C(C)C)cc2c1,5.8%,3.6%,-4.4%,-1.4%,8.3,6.3%,-6.8%,5.2%,-14.2%,1.0%,12.0%
COC(=O)c1ccc(COc2ccc(/C=C(\C#N)c3nc4ccccc4[nH]3)cc2OC)o1,-13.4%,3.1%,2.3%,-4.7%,16.8,-46.4%,3.4%,-7.0%,11.9%,-4.7%,24.6%
Cc1ccc(CNC(=O)CC2C(=O)Nc3c2c(=O)n(C)c(=O)n3Cc2ccccc2)cc1 (centres undefined),4.9%,1.0%,1.3%,-4.7%,-21.3,0.0%,-17.8%,-11.1%,18.6%,-5.8%,13.3%
COc1ccccc1C1NC(=O)NC(C)=C1C(=O)Nc1cccc(C)c1C (centres undefined),-1.2%,-2.6%,-0.1%,-1.4%,-11.9,-17.9%,-4.0%,-1.1%,-2.4%[11.7 µM],-0.7%,-4.0%
O=c1nc(N2CCCCC2)nc2n1CCO2,-2.0%,1.9%,-0.3%,-1.7%,-27.9,-8.9%,4.4%,-5.8%,-0.4%,0.3%,-24.1%
CCCc1cc(=O)n2[nH]cc(-c3ccc(Cl)cc3)c2n1,-1.4%,2.7%[11.5 µM],0.4%,-19.5%,0.2,-79.5%,-60.4%[inhibitor],3.16µM*,?,-31.9%[inhibitor],4.47µM*
CCCNC(=O)c1onc(CSc2ccccn2)c1C(=O)NCCC,1.5%,-4.3%,0.5%,-6.0%,28.3,9.7%,-1.0%,-5.3%,.,-0.2%,-1.8%
COc1c(/C=N/Nc2ccc([N+](=O)[O-])cc2[N+](=O)[O-])c(C)nn1-c1ccccc1,1.8%,-0.1%,4.1%,0.6%,-7.2,3.4%,8.3%,-4.1%,?,-3.6%,-1.1%
O=C(COC(=O)COc1ccccc1)NCCC1=CCCCC1,-0.7%,.,-0.1%,2.1%,-16.6,4.1%,-4.4%,.,.,-2.6%,.

3 compounds out of the list above, ordered by the number in PKM2 act, falling.
| canonical_smiles | PKM2 act |
| --- | --- |
| Cn1cccc1CC(=O)N/N=C\c1ccccc1 | -0.4% |
| CCC(C)C(=O)Nc1nc(-c2ccc3c(c2)NC(=O)CO3)cs1 (centres undefined) | -1.4% |
| Cc1ccc2nc(N(CCCN(C)C)C(=O)CCc3ccccc3)sc2c1 | -3.1% |

Entries above printed as active in RORgamma inh.
SMILES,PKM2 act,Rab9 promoter act,p53 reactivator,Menin-MLL TR inh,NPC1 promoter act,RORgamma inh
CCCc1cc(=O)n2[nH]cc(-c3ccc(Cl)cc3)c2n1,2.7%[11.5 µM],-19.5%,-60.4%[inhibitor],?,-31.9%[inhibitor],4.47µM*

The listing continues:
SMILES,FLuc counter,PKM2 act,ELG1 genotox,Rab9 promoter act,Giardia killer,BRCA1 expr act,p53 reactivator,Gal4-VP16 FLuc,Menin-MLL TR inh,NPC1 promoter act,RORgamma inh
Cc1csc(=Nc2cccnc2)n1Cc1ccco1,-11.5%,-4.7%,0.2%,-4.9%,33.0[activator],19.2%,2.9%,7.7%,-20.9%,0.4%,-3.5%
CCN1CCN(C(=O)c2ccc(OC)c(S(=O)(=O)Nc3ccc(C)cc3)c2)CC1,-1.2%,-0.3%,3.5%,-1.0%,-27.6,0.0%,-5.3%,8.9%,13.6%,-5.9%,-26.6%
O=C(c1ccco1)N1CCN(C(c2cccs2)c2nnnn2C2CCCCC2)CC1 (centres undefined),0.6%,-0.6%,0.7%,0.7%,2.0,-1.7%,-8.3%,2.1%,0.7%,-0.8%,-33.3%
CCn1cc(CN2CCCC(C(=O)c3ccc(-c4ccccc4)c(F)c3)C2)cn1 (centres undefined),-14.8%,-7.5%,-3.1%,-1.4%,-3.8,-3.6%,0.2%,1.0%,.,-3.7%,7.6%
CCOC(=O)c1[nH]c2cc(OC)c(OC)cc2c1NC(=O)CCN1CCSCC1,-3.3%,-3.4%,1.1%,0.0%,12.7,-7.5%,2.0%,-5.7%,.,-5.3%,-0.3%
Cc1ccc(NC(=O)c2ccc(NCc3ccc(F)cc3)nc2)cc1,0.0%,-0.1%,4.4%,0.2%,-6.7,-10.3%,-1.5%,0.8%,-28.5%,0.5%,-11.1%
